ANO1 activ – activates or potentiates the mouse TMEM16A chloride channel; HEK293 TMEM16A/YFP-H148Q/I152L, iodide quench fluorescence; stronger effect = lower value; B-score at 10 µM; actives 0.3% (n = 340,000);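 active = fluorescence-ratio B-score plate-corrected deviation score at least 3 library SD below zero, with starting fluorescence score within 5 deviations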;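 note: channel opened by trigger with iodide after compound preincubation; score built on the fluorescence ratio of max minus min over baseline; more negative score means more quench and so TMEM16A activation or potentiation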
Target sequence (Q8BHY3 whole entry, looked up): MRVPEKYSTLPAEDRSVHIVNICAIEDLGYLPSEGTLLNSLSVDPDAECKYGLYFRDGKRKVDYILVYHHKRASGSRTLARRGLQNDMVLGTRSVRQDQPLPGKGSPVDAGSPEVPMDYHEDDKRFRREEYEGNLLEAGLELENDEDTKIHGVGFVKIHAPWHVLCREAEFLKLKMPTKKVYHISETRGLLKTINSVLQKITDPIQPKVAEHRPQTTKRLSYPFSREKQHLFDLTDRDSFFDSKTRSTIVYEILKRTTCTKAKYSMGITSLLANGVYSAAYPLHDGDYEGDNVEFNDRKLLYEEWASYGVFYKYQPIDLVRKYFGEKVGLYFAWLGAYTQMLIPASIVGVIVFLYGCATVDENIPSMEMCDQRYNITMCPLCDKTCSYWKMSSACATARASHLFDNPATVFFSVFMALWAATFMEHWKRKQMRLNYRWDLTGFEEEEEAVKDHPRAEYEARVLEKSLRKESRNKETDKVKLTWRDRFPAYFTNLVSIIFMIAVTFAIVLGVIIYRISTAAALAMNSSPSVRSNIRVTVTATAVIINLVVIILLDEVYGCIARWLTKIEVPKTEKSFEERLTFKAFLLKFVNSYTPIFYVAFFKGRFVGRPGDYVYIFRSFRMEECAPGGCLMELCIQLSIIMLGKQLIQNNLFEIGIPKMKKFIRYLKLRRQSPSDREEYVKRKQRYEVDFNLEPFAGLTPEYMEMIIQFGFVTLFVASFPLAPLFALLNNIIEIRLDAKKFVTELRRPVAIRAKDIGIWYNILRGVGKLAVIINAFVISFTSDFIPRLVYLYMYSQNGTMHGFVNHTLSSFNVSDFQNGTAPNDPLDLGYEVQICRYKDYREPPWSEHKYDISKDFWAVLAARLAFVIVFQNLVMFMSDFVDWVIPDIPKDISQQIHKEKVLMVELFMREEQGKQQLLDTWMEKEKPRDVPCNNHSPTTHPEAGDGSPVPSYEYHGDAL
TMEM16A inh – inhibitors of mouse TMEM16A calcium-activated chloride channel; HEK293 TMEM16A/YFP iodide influx fluorescence, ionomycin; normalized B-score (activity score, 25-100; higher = stronger inhibition) at 10 µM; AID 588511; actives 1.2% (n = 310,000);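 active = ratio plate-corrected score three or more library SD toward inhibition, starting fluorescence score within five deviations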;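 note: score derived from kinetic fluorescence span divided by baseline fluorescence per well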
KCNQ1 pot – potentiates or activates the human KCNQ1 potassium channel | B-score at 10 µM | CHO-K1 KCNQ1, thallium flux FluxOR fluorescence; stronger effect = higher value | actives 0.35% (n = 310,000) | P51787 | AID 2648;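 active = fluorescence ratio B-score, a plate-corrected score, at least three library SD, with initial intensity B-score within 5 SD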
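Schedule – 37 °C overnight plating, 90-min dark dye load, 20-min compound pretreatment · System – stable KCNQ1 CHO-K1 line · Probe or stimulus – thallium- and potassium-containing depolarizing buffer · Measured by – kinetic FluxOR fluorescence, 10 s baseline plus 110 s post-stimulus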
RGS4 pot – RGS4 potentiation or activation; HEK293 M3R/inducible RGS4, carbachol calcium flux Fluo4; stronger effect = lower value; B-score at 10 µM; actives 0.92% (n = 310,000);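 active = B-score of the integrated calcium signal more than 4 SD below the library mean, with starting fluorescence not abnormally high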;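 note: negative B-score means reduced calcium response which marks RGS4 activation or potentiation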
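Assay system: Inducible-RGS4 HEK293 cells carrying M3 receptor | Schedule: Compound preincubation 20 min at room temperature before agonist | Signal: Kinetic calcium fluorescence imaging with Fluo4-AM dye, 2 µM | Read-out basis: B score from integrated fluorescence ratio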
KCNQ1 inh – inhibitors of human KCNQ1 potassium channel | P51787 | CHO-K1 KCNQ1, FluxOR thallium flux fluorescence; stronger effect = higher value | B-score at 10 µM | actives 1.3% (n = 310,000) | AID 2642;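 active = compounds whose thallium flux B-score, printed positive for inhibition, exceeds three library SD while starting fluorescence stays within three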;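 note: channel opened by potassium depolarization with thallium stimulus after 20 min compound exposure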
KCNK9 inh – human KCNK9 channel inhibition; HEK293 KCNK9, FluxOR thallium flux fluorescence; stronger effect = lower value; B-score at 10 µM; actives 1.2% (n = 310,000); AID 488922;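 active = ratio B-score over 3 SD below the library mean, with starting fluorescence within 5 SD of its mean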;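 note: negative B-score means less thallium flux so channel inhibition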
RGS4 inh – human RGS4 inhibition. P49798. HEK293 M3R/RGS4 inducible, Fluo-4 calcium flux; stronger effect = higher value; triggered by carbachol at its EC20. B-score at 10 µM. actives 0.45% (n = 310,000);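 active = B-score, a plate-corrected calcium signal, over three deviations above library mean, with baseline fluorescence within five deviations of library mean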;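 note: RGS4 expression induced by doxycycline in cells with stable M3 receptor; B-score is computed from the integrated fluorescence ratio over baseline after carbachol; higher B-score means a larger calcium signal and so more RGS4 inhibition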
KCNK3 inh – human KCNK3 channel inhibition, primary screen | O14649 | CHO-KCNK3 thallium flux, FluxOR fluorescence; stronger effect = lower value | B-score at 10 µM | actives 0.84% (n = 340,000);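 active = B-score under library mean minus 4 SD, starting fluorescence ratio at most library mean plus 5 SD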;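 note: more negative B-score means stronger inhibition of thallium flux through KCNK3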
hERG protect – compounds protecting human hERG from proarrhythmic drug block; Q12809; CHO-hERG, FluxOR thallium flux, dofetilide IC70 present; activation (rescue from dofetilide block), less the hit threshold, % at 10 µM; actives 0.51% (n = 310,000);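 active = activation above the mean of controls blocked by dofetilide plus 5 SD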;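 note: thallium influx through hERG after potassium depolarization seen as dye fluorescence rise; in these data hits start at about 4.7%; inactives centre near -7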
MrgX1 ag – activates human MrgX1 receptor signaling; actives 0.44% (n = 310,000); B-score at 10 µM; MrgX1-HEK293 cells, Fluo-4 calcium fluorescence, agonist mode; stronger effect = higher value;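 active = calcium response B-score plate-corrected fluorescence ratio at least 3 library SD, with starting fluorescence B-score inside 5 SD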
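Material: HEK293 cells stably expressing human MrgX1 receptor | Quantity: 15,000 cells per well | Times: Cells plated overnight, dye loaded 0.5 h 37 °C, 0.5 h room temperature | Measured by: Kinetic Fluo-4 NW fluorescence of intracellular calcium | Control set: Positive and negative controls per plate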
MrgX1 allo act – human MrgX1 positive allosteric modulation, primary screen | actives 0.63% (n = 310,000) | MrgX1-HEK293, Fluo-4 calcium flux, FDSS; stronger effect = higher value | B-score at 10 µM | Q96LB2;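 active = plate-corrected calcium response at least 3 library SD above typical, normal starting fluorescence, not activating the receptor alone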;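 note: compound read alongside a low EC10 to EC30 dose of BAM8-22 agonist; peak minus trough fluorescence over baseline measured at the second addition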
Active calls of the source: *; i = inactive; nt = no result given.

Start of the listing, in advance, 6 compounds:
item	canonical_smiles	ANO1 activ	TMEM16A inh	KCNQ1 pot	RGS4 pot	KCNQ1 inh	KCNK9 inh	RGS4 inh	KCNK3 inh	hERG protect	MrgX1 ag	MrgX1 allo act
1	Cc1noc(C)c1C(=O)Nc1ccc(F)cc1	i	i	i	i	i	i	i	i	-6	i	i
2	CC(=O)Nc1ccc(NC(=O)C(C)O/N=C/c2cccc([N+](=O)[O-])c2)cc1 (stereo not drawn)	i	i	i	i	i	i	i	i	-9	i	i
3	C=C(C)C1CC=C(C)/C(=N/NC(=O)CNc2ccc(C)cc2C)C1 (stereo not drawn)	i	i	i	i	i	i	i	i	0	i	i
4	CCOc1ccc(NC(=O)C23CC4CC(C2)CC(c2ccccc2)(C4)C3)cc1	i	i	i	i	i	i	i	i	-3	i	i
5	COc1ccc(S(=O)(=O)N2CCC[C@H]2C(=O)NC2=NCCS2)cc1	i	i	i	i	i	i	i	i	-13	i	i
6	CC(=O)Nc1ccc(Nc2nc(C)c([N+](=O)[O-])c(Nc3ccccc3)n2)cc1	i	i	i	i	i	i	i	i	-3	i	i

This part in full, repeating the preview:
item	canonical_smiles	ANO1 activ	TMEM16A inh	KCNQ1 pot	RGS4 pot	KCNQ1 inh	KCNK9 inh	RGS4 inh	KCNK3 inh	hERG protect	MrgX1 ag	MrgX1 allo act
1	Cc1noc(C)c1C(=O)Nc1ccc(F)cc1	i	i	i	i	i	i	i	i	-6	i	i
2	CC(=O)Nc1ccc(NC(=O)C(C)O/N=C/c2cccc([N+](=O)[O-])c2)cc1 (stereo not drawn)	i	i	i	i	i	i	i	i	-9	i	i
3	C=C(C)C1CC=C(C)/C(=N/NC(=O)CNc2ccc(C)cc2C)C1 (stereo not drawn)	i	i	i	i	i	i	i	i	0	i	i
4	CCOc1ccc(NC(=O)C23CC4CC(C2)CC(c2ccccc2)(C4)C3)cc1	i	i	i	i	i	i	i	i	-3	i	i
5	COc1ccc(S(=O)(=O)N2CCC[C@H]2C(=O)NC2=NCCS2)cc1	i	i	i	i	i	i	i	i	-13	i	i
6	CC(=O)Nc1ccc(Nc2nc(C)c([N+](=O)[O-])c(Nc3ccccc3)n2)cc1	i	i	i	i	i	i	i	i	-3	i	i
7	COc1cccc(C(=O)Nn2cnnc2)c1	i	i	i	i	i	i	i	i	-3	i	i
8	CN(CCNC(=O)c1cn(C)c2ccc(S(=O)(=O)N(C)C)cc2c1=O)CCc1ccccc1	i	i	i	i	i	i	i	i	-7	i	i
9	O=C(COc1cccnc1[N+](=O)[O-])Nc1ccc2c(c1)OCO2	i	i	i	i	i	i	i	i	-20	i	i
10	CC(C)(O)C#Cc1ccc(C(=O)N2CCC(C(N)=O)(N3CCCCC3)CC2)o1	i	nt	i	i	i	i	i	i	-6	nt	nt
11	Cc1sc(N)nc1-c1ccccc1	i	i	i	i	i	i	i	i	-5	i	i
12	Cc1cc(C)nc(SCC(=O)c2ccc(C)c(C)c2)n1	i	i	i	i	i	i	i	i	-4	i	i
13	CCC(NS(=O)(=O)c1ccc(C)cc1)C(=O)O (stereo not drawn)	i	i	i	i	i	i	i	i	0	i	i
14	O=C(Nc1cc(Sc2ccccn2)cc([N+](=O)[O-])c1)c1ccc([N+](=O)[O-])cc1	i	i	i	i	i	i	i	i	-3	i	i
15	CCC(C)NC(=O)C1CCC(=O)N(c2ccc3c(c2)OCO3)C1c1ccc(OC)cc1 (stereo not drawn)	i	i	i	i	i	i	i	i	-14	i	i
16	COc1ccccc1OCCNC(=O)c1ccc2c(c1)OCCO2	i	i	i	i	i	i	i	i	-17	i	i
17	Cc1ccc(-n2[nH]c(C)c(C=Nc3ccc(Br)cn3)c2=O)cc1	i	i	i	i	i	i	i	i	0	i	i
18	CCOc1ccc(OCC(=O)NCCc2nc3ccccc3[nH]2)cc1	i	i	i	i	i	i	i	i	1	i	i
19	CC(C)c1ccc(OCC(=O)NNC(=O)c2cnccn2)cc1	i	i	i	i	i	i	i	i	-7	i	i
20	CCCCCCC(=O)Nc1nnc(CC)s1	i	i	i	i	i	i	i	i	-9	i	i
21	NC(=O)c1c(NC(=O)CN2CCOCC2)sc2c1CCC2	i	i	i	i	i	i	i	i	-8	i	i
22	N#Cc1ccc(OCC(O)CS(=O)(=O)c2ccc(F)cc2)cc1 (stereo not drawn)	i	i	i	i	i	i	i	i	-5	i	i
23	CC1CCCCN1S(=O)(=O)Cc1ccccc1Cl (stereo not drawn)	i	i	i	i	i	i	i	i	-6	i	i
24	CC(C)[C@H](NC(=O)C1CCN(C(=O)[C@H](Cc2ccccc2)NC(=O)OC(C)(C)C)CC1)C(=O)O	i	i	i	i	i	i	i	i	-9	i	i
25	C=CCNC(=O)c1ccc(Cn2cc(C(F)(F)F)ccc2=O)cc1	i	i	i	i	i	i	i	i	-11	i	i
26	Cc1ccc(F)cc1NC(=O)c1sc2ncn(CC(=O)N3CCN(c4ccccn4)CC3)c(=O)c2c1C	i	i	i	i	i	i	i	i	-7	i	i
27	COc1ccccc1CNC(=O)c1cc2c(C)nn(Cc3ccc(F)cc3)c2s1	i	i	i	i	i	i	i	i	-5	i	i
28	CCOC(=O)C1CCN(C(=O)Cn2nc(C)n3nc(-c4ccc(CC)cc4)cc3c2=O)CC1	i	i	i	i	i	i	i	i	-5	i	i
29	O=C(N/C(=C\c1cn(-c2ccccc2)nc1-c1ccccc1)C(=O)N1CCOCC1)c1ccccc1	nt	i	i	i	i	i	i	nt	-7	i	i
30	COc1ccccc1C(=O)n1nc(C)cc1C	i	i	i	i	i	i	i	i	-5	i	i
31	O=C(Cc1ccccc1)Nc1ccccc1C(=O)N1CCCCC1	i	i	i	i	i	i	i	i	-14	i	i
32	Oc1oc(-c2cccc3ccccc23)nc1/C=N/c1nccs1	i	i	12*	i	i	i	i	i	19*	i	i
33	Cc1nc(-c2ccc(S(=O)(=O)Nc3cc(F)ccc3F)cc2)co1	i	i	i	i	i	i	i	i	-5	i	i
34	O=C(/C=C/c1ccc2c(c1)OCO2)c1ccc(F)cc1	i	i	i	i	i	i	i	i	-9	i	i
35	O=C(CNC(=O)c1cccc(F)c1)OCCOc1cccc(Cl)c1	i	i	i	i	i	i	i	-8.7*	-17	i	i
36	COc1cccc(=O)c2c(C)oc(C)c12	i	i	i	i	i	i	i	i	-10	i	i
37	O=C(Oc1c(CN2CCOCC2)cc(Cl)c2cccnc12)c1ccccc1	i	i	i	i	i	i	i	i	-10	i	i
38	Cc1ccc2nc3sc(C(=O)Nc4ccc(N5CCOCC5)cc4)c(N)c3cc2c1	nt	nt	i	i	i	i	i	nt	-1	nt	nt
39	O=C(CP(=O)(c1ccccc1)c1ccccc1)N1CCOCC1	i	i	i	i	i	i	i	i	-5	i	i
40	O=C(COc1ccc(Cl)cc1)NCc1ccncc1	i	i	i	i	i	i	i	i	-8	i	i
41	NC(=O)c1ccc(=O)n(Cc2ccc(F)c(F)c2)c1	i	i	i	i	i	i	i	i	-3	i	i
42	Cc1cc(C)c2nc(N)sc2c1	i	i	i	i	i	i	i	i	-4	i	i
43	Cc1cc2cc(CCNC(=O)C(=O)c3c[nH]c4ccccc34)c(=O)[nH]c2cc1C	i	i	i	i	i	i	i	i	-9	i	i
44	COC(=O)CN(c1ccccc1[N+](=O)[O-])S(=O)(=O)c1ccccc1	i	i	i	i	i	i	i	i	-7	i	i
45	Cc1ccc(NC(=O)CN(C)C(=O)COC(=O)CNS(=O)(=O)c2ccc(F)c(F)c2F)cc1	i	i	i	i	i	i	i	i	-4	i	i
46	CCOc1cccc(C(=O)N(Cc2ccco2)C2CCS(=O)(=O)C2)c1 (stereo not drawn)	i	i	i	i	i	i	i	i	-12	i	i
47	Cc1ccc(-n2ncc(C(=O)NC3CC3)c2C2CCN(C(=O)OC(C)(C)C)CC2)c(C)c1	i	i	i	i	i	i	i	i	-10	i	i
48	COc1ccc(/C=N/N2C(=O)CN(C(=O)c3ccccc3)C2c2ccc(OC)cc2)cc1 (stereo not drawn)	i	i	i	i	i	i	i	i	-10	i	i
49	CNCc1ccccc1Sc1cccc(O)c1	i	i	i	i	i	i	i	i	-3	i	i
50	Cc1ccc(NC(=O)c2ccc3snnc3c2)cc1C	i	i	i	i	i	i	i	i	-5	i	i

Going on with the list.
item	canonical_smiles	ANO1 activ	TMEM16A inh	KCNQ1 pot	RGS4 pot	KCNQ1 inh	KCNK9 inh	RGS4 inh	KCNK3 inh	hERG protect	MrgX1 ag	MrgX1 allo act
51	CCOC(=O)Cc1csc2nc3sc(C)c(C)c3c(=O)n12	i	i	i	i	i	i	i	i	-7	i	i
52	COc1ccc(OCC(=O)Nc2cc(OC)ccc2N2CCCCC2)cc1	i	i	i	i	i	-7.9*	i	i	-4	i	i
53	Cc1cc(-c2cc(-c3ccc(Cl)cc3)on2)nc(NC2CCCC2)n1	i	i	i	i	i	i	i	i	-7	i	i
54	COc1cccc2cc(C(=O)CS(=O)(=O)c3ccc(Cl)cc3)c(=O)oc12	i	i	i	i	i	i	i	i	-5	i	i
55	C/C(=N\NC(=O)Cc1cccn1C)c1ccc2ccccc2c1	i	i	i	i	i	i	i	i	-4	i	i
56	O=c1oc2cc(O)ccc2cc1-c1ccccc1	i	i	i	i	i	i	i	i	-10	i	i
57	O=C(O)Cc1sc(NC2CCCCC2)nc1-c1ccc(Cl)cc1	i	i	i	i	i	i	i	i	-6	i	i
58	COC(=O)C1C(=O)C2=C(CC1C)NC(=O)CC2c1ccccc1 (stereo not drawn)	i	i	i	i	i	i	i	i	-6	i	i
59	CCOc1nc(-c2ccccc2)ccc1-c1noc(COC)n1	i	i	i	i	i	i	i	i	-4	i	i
60	Cc1nn(C)c(C)c1S(=O)(=O)N1CCC(C(=O)NC2CCCc3ccccc32)CC1 (stereo not drawn)	i	i	i	i	i	i	i	i	-6	i	i
61	Cc1ccc(CCN2CC(C(=O)NCCCN3CCCCCC3)CC2=O)cc1 (stereo not drawn)	i	i	i	i	i	i	i	i	-9	i	i

Screening results as filed in PubChem BioAssay.
